NadD block = inhibitors of S. aureus NadD, primary screen, biochemical, colorimetric, uHTS. purified NadD enzyme, colorimetric absorbance read-out. inhibition, % at 20 µM. actives 0.78% (n = 360,000); in the data active = inhibition above about 26%; also: some compounds past the cut are filed as inactive
Scp-1 inhibitor = Scp-1 phosphatase inhibitors, primary screen, biochemical, colorimetric, uHTS; Carboxy-terminal domain RNA polymerase II polypeptide A small phosphatase 1 (Homo …; Recombinant Scp1, phosphopeptide, malachite green phosphate absorbance; inhibition, % at 20 µM; actives 0.88% (n = 340,000); AID 493091, 2011;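 active = inhibition above about 50% at 20 µM, limit read from the data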;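 also: plate controls were DMSO wells with enzyme for no effect and wells lacking enzyme for full effect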
Target sequence (Q9GZU7 76-261 limits assumed): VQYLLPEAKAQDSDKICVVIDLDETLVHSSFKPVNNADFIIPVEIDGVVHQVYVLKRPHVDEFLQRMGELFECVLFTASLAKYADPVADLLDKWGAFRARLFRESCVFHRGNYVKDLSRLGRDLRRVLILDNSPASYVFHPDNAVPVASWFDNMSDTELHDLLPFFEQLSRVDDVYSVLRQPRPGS
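assay system = SCP-1 phosphatase catalytic domain, residues 76-261 | buffer or medium = 50 mM Tris acetate pH 5.5, 0.005% Tween-20, 10 mM MgCl2 | incubation = enzyme reaction 45 min at room temperature, colour 5 min, stabilisation 30 min | signal = Phosphate-binding colour reagent, absorbance read at 630 nm | measure = % inhibition at 20 µM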
Neddylation inh = inhibitors of cullin neddylation, primary screen, biochemical, TR-FRET, uHTS, NAE and Ubc12; NEDD8-conjugating enzyme Ubc12 (Homo sapiens) + NEDD8-activating enzyme E1 regulatory …; calls only at 25 µM; actives 0.58% (n = 360,000); AID 651699, 2012; in the data active = inhibition above about 36%
DNMT1 block = human DNMT1 methyltransferase inhibitors, primary screen, biochemical, molecular beacon, fluorescence, HinP1I cleavage, uHTS; DNA (cytosine-5)-methyltransferase 1 (Homo sapiens), P26358; inhibition (reported as % activation of signal), % at 10 µM; actives 0.83% (n = 360,000); AID 588458, 2011; in the data active = inhibition above about 50%
LMPTP inh = LMPTP phosphatase inhibitors, primary screen, biochemical, fluorescence intensity, uHTS; recombinant LMPTP-A, OMFP fluorogenic substrate; AID 651560, 2012; Low molecular weight phosphotyrosine protein phosphatase (Homo sapiens), P24666; actives 0.22% (n = 360,000); inhibition, % at 20 µM;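 active = compounds that cut the enzyme signal by at least half of the control window in the single-dose screen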;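 also: plate controls were DMSO wells with enzyme plus substrate for no effect and substrate without enzyme for full effect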
Target sequence (P24666 whole entry, looked up): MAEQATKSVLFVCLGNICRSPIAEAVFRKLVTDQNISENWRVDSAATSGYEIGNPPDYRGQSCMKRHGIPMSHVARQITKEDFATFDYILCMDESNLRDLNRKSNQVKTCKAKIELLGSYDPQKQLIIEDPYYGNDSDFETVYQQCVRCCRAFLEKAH
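Assay system: LMPTP-A phosphatase enzyme | Input: 0.625 nM enzyme | Also added: Fluorogenic phosphatase substrate OMFP at 400 µM final | Compound dosing: One test concentration per compound, 20 µM, with 3% DMSO overall | Schedule: 50 min enzyme reaction at room temperature, protected from light | Signal: Fluorescence intensity | Benchmarks: no-enzyme and uninhibited controls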
CSN deneddyl inh = inhibitors of CSN-mediated cullin deneddylation, primary screen, biochemical, fluorescence polarization, uHTS | COP9 signalosome complex subunit 5 (Homo sapiens), Q92905 | Purified CSN, SCF-Nedd8-OG deneddylation | inhibition, % at 12.5 µM | actives 0.38% (n = 360,000);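 active = pattern-corrected inhibition above about 35%, with an unprinted fluorescence ratio check between 0.5 and 1.5, limit read from the data, passing the limit was not always enough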;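 also: 0% = enzyme with substrate and 100% = substrate without enzyme; some results filed as inactive read as strong as hits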
Target sequence (Q92905 whole entry, looked up, one chain of several): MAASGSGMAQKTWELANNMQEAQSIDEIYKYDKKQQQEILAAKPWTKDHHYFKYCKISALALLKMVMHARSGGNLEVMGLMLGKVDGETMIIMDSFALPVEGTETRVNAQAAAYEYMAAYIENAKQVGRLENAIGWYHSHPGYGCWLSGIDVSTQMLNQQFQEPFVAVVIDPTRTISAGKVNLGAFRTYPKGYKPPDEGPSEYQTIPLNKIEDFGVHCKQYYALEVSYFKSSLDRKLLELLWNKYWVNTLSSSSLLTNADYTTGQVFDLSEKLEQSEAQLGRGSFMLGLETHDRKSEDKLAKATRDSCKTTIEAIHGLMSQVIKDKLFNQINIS
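Assay system: HEK293T-derived human Csn5 enzyme; quantity: 0.24 nM enzyme; medium: Tris/NaCl/DTT buffer, pH 7.5; also added: substrate SCFSkp2-Nedd8OG, 10 nM; doses: 12.5 µM compound; schedule: 90 min reaction at room temperature; signal: FP; read-out: % inhibition of substrate cleavage by Csn5; benchmarks: substrate-only high control, full reaction low control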
Rin1 Abl inh = inhibitors of Rin1-Abl protein binding, primary screen, biochemical, TR-FRET; Tyrosine-protein kinase ABL1 (Homo sapiens) + Ras and Rab interactor 1 (Homo sapiens), …; inhibition, % at 7.35 µM; actives 0.4% (n = 360,000); in the data active = inhibition above about 5%, passing the limit was not always enough
Rpn11 inh = Rpn11 (PSMD14) deubiquitinase inhibitors, primary screen, biochemical, fluorescence polarization, uHTS | 26S proteasome non-ATPase regulatory subunit 14 (Homo sapiens), O00487 | human 26S proteasome, Ub4-pepOG fluorescence polarization; 20S core pre-blocked with epoxomicin | calls only at 20 µM | actives 0.59% (n = 360,000);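 active = inhibition at 20 µM, scaled to each plate's controls, above about 33%, limit read from the data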
Target sequence (O00487 whole entry, looked up): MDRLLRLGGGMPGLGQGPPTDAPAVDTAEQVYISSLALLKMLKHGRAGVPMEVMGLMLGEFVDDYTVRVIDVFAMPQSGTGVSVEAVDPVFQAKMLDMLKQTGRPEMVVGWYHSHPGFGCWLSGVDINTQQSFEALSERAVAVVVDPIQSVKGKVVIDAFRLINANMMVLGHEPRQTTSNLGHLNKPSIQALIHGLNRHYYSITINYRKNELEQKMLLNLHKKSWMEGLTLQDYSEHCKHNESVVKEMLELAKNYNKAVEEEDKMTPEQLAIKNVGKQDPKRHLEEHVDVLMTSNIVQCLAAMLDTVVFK
STEP block = STEP phosphatase inhibitors, primary screen, biochemical, fluorescence intensity, uHTS | Tyrosine-protein phosphatase non-receptor type 5 (Homo sapiens), P54829 | recombinant STEP, OMFP fluorogenic substrate | inhibition, % at 20 µM | actives 0.25% (n = 360,000) | AID 588621, 2011;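 active = inhibition at 20 µM, scaled per plate between control wells, above about 37%, limit read from the data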;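 also: 0% = DMSO with enzyme and substrate and 100% = substrate only without enzyme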
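material = STEP tyrosine phosphatase | reagent = fluorogenic phosphatase substrate OMFP at 25 µM final | doses = single compound dose of 20 µM, 1% DMSO final | schedule = 20 min reaction, room temperature, in the dark | measured by = fluorescence, 480/540 nm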
SUMO1-SIM PPI = modulators of SUMO1 protein-protein interactions, primary screen, biochemical, uHTS; actives 0.33% (n = 360,000); SUMO1 binding to a labelled peptide, TR-FRET, 1 h; Small ubiquitin-related modifier 1 (Homo sapiens), P63165; AID 602429, 2012; inhibition, % at 20 µM; in the data active = inhibition above about 37%
Numbers without * were called inactive; i = inactive; · = no result given; + = active, no number.

Second line of a record: NadD block	Scp-1 inhibitor	Neddylation inh	DNMT1 block	LMPTP inh	CSN deneddyl inh	Rin1 Abl inh	Rpn11 inh	STEP block	SUMO1-SIM PPI
> CCOc1cccc2cc(C(=O)NC(C)c3ccccc3)c(=N)oc12 (stereo not drawn)
→ -4.4	-4.8	i	0.1	1.2	-1.0	2.8	i	-1.4	-21.8
> CC(C)CCNC(=O)Nc1ccc2c(c1)N(C)C(=O)CS2
→ 5.8	1.6	i	-4.9	-0.8	0.4	1.1	i	2.8	2.9
> CCC(=O)N1c2ccccc2C(N(C(=O)CC)c2ccccc2)CC1C (stereo not drawn)
→ 6.8	-3.5	i	1.7	-1.0	2.0	-1.7	i	0.4	-5.1
> COC(=O)CN(c1c(C)cccc1C)S(C)(=O)=O
→ -1.2	-6.5	i	-3.0	-1.0	0.8	0.9	i	1.2	-1.0
> CN(Cc1ccccc1)S(=O)(=O)c1ccccc1Br
→ -1.4	-4.0	i	-1.2	1.0	2.8	-5.1	i	-1.7	5.7
> C=C(C)Cn1c2ccc(NC(=O)CCc3cccnc3)cc2c(=O)n1C
→ -5.7	·	·	-1.5	-0.4	8.0	2.0	i	1.9	4.4
> CCOC(=O)c1c(C)c[nH]c1C
→ -6.5	4.5	i	0.2	0.2	-8.9	5.3	i	-0.2	-0.2
> COC(=O)C1CCCN1C(=O)C1CCCN1C(=O)CNC(=O)OCc1ccccc1 (stereo not drawn)
→ 3.5	-7.1	i	3.4	-1.2	4.1	-0.1	i	0.9	0.2
> O=C(NCC(F)(F)F)c1nn(Cc2ccccc2)c(=O)c2ccccc12
→ -10.0	-8.5	i	1.3	0.7	1.3	-0.1	i	2.7	-3.5
> CN1CCN(Cc2c(C(=O)N3CCc4ccccc4C3)nc3ccc(Cl)cn23)CC1
→ -0.5	1.8	i	0.0	-1.4	0.8	-0.6	i	-2.6	2.0
> CC(C)CCOc1ccc(C(=O)O)cc1
→ -3.4	-4.3	i	-0.7	-1.1	0.1	1.9	i	0.3	1.6
> CCC(=O)Nc1ccc(NC(=O)CSc2nnnn2-c2cccnc2)cc1C
→ 2.0	-5.2	i	-2.5	-1.8	-0.3	2.6	i	-4.6	-0.7
> O=C(O)C1(O)C[C@H](O)C(O)[C@@H](O)C1 (stereo partly drawn)
→ 5.1	-3.8	i	1.8	-0.4	-7.8	-1.4	i	-0.6	21.2
> Cc1ccc(Cn2c(=O)n(C)c(=O)c3sccc32)cc1
→ -6.4	-7.7	i	-1.4	-1.7	1.0	1.8	i	-2.5	3.2
> COc1ccc2c(c1)-c1ccccc1S(=O)(=O)N2C(C)=O
→ 3.2	-5.6	·	0.9	0.2	4.8	4.4	i	-1.3	4.1
> COc1cc2c(cc1OC)-c1nc3ccccc3c(=O)n1C(C)(C)C2
→ -5.6	-3.8	i	0.4	-0.9	-2.4	2.8	i	-1.9	-0.2
> O=C(CSc1nc(-c2ccccc2)c(-c2ccccc2)[nH]1)Nc1ccc2c(c1)OCO2
→ 11.8	5.4	i	24.7	2.1	-5.3	-4.1	i	-6.2	-2.1
> Cc1cc(F)ccc1S(=O)(=O)N1CCCOC1CNC(=O)C(=O)NCc1ccco1 (stereo not drawn)
→ -2.3	-5.2	i	2.7	-1.4	-9.2	-0.8	i	3.1	3.1
> COc1c(/C=C2\SC(=Nc3ccccc3Cl)NC2=O)cccc1[N+](=O)[O-]
→ 8.7	-9.4	i	3.5	1.1	2.7	2.6	i	-1.5	28.4
> CNc1nc(SCC(=O)Nc2ccccc2)nc(N2CCOCC2)n1
→ 1.6	0.9	i	-0.1	0.8	-4.2	-0.8	i	1.5	3.1
> O=C(Nc1ccc(Oc2ccc(C(=O)O)c(C(=O)O)c2)cc1)c1cccs1
→ -2.4	-3.7	i	1.4	-0.8	-8.2	1.2	i	8.5	5.4
> COc1ccccc1N1CCN(CC(O)c2ccc3cc[nH]c3c2)CC1 (stereo not drawn)
→ -3.1	4.2	+	-25.9	7.0	-1.8	0.3	i	-1.6	-1.5
> Cc1ccc(OCC(=O)Nc2sc3c(c2C#N)CC(C)(C)NC3(C)C)cc1
→ -4.6	-5.2	i	-0.8	-0.3	4.8	-3.4	i	3.0	-1.4
> Cc1nn(CC(=O)NN)c(C)c1Br
→ 0.5	-3.1	i	0.8	-1.1	-1.7	-1.5	i	-0.2	-4.4
> Cc1cc(C)c2nc(NC(=O)c3ccc(OCC4CCCO4)cc3)sc2c1 (stereo not drawn)
→ 2.9	-4.7	i	-2.2	0.2	4.0	2.6	i	-1.4	-13.3
> COc1ccc(C(=O)Nc2cc(OC)cc(OC)c2)cc1
→ -6.1	-14.5	i	-4.8	-2.3	0.8	1.1	i	-4.7	10.0
> O=C(N/N=C/c1c(O)n(-c2ccccc2Cl)c(=O)c2ccccc12)c1cccnc1
→ 5.7	-1.4	i	6.2	1.8	13.3	5.1	·	0.4	-8.2
> COc1cc(OC)c2c(O)c3c(c(-c4c5c(c(O)c6c(OC)cc(OC)cc46)CO[C@@H](C)[C@H]5O)c2c1)[C@H](O)[C@H](C)OC3
→ 49.6*	55.5*	i	100.3*	51.4*	27.9	-2.9	+	-2.0	12.7
> CC(C)c1ccc(C(C(=O)NC(C)(C)C)N(C(=O)CNC(=O)c2ccco2)c2cccnc2)cc1 (stereo not drawn)
→ 2.1	-4.8	i	1.4	-2.0	0.9	-0.8	i	3.4	2.1
> O=S(=O)(NCc1ccccc1Cl)c1cccs1
→ -6.9	-6.5	i	-0.3	-1.2	-5.9	1.3	i	3.5	-3.2

An excerpt from above in order of molar mass, highest first.
Second line of a record: NadD block	Scp-1 inhibitor	Neddylation inh	DNMT1 block	LMPTP inh	CSN deneddyl inh	Rin1 Abl inh	Rpn11 inh	STEP block	SUMO1-SIM PPI
> CCC(=O)Nc1ccc(NC(=O)CSc2nnnn2-c2cccnc2)cc1C
→ 2.0	-5.2	i	-2.5	-1.8	-0.3	2.6	i	-4.6	-0.7
> Cc1cc(C)c2nc(NC(=O)c3ccc(OCC4CCCO4)cc3)sc2c1 (stereo not drawn)
→ 2.9	-4.7	i	-2.2	0.2	4.0	2.6	i	-1.4	-13.3
> COc1cc2c(cc1OC)-c1nc3ccccc3c(=O)n1C(C)(C)C2
→ -5.6	-3.8	i	0.4	-0.9	-2.4	2.8	i	-1.9	-0.2
> O=S(=O)(NCc1ccccc1Cl)c1cccs1
→ -6.9	-6.5	i	-0.3	-1.2	-5.9	1.3	i	3.5	-3.2
> Cc1ccc(Cn2c(=O)n(C)c(=O)c3sccc32)cc1
→ -6.4	-7.7	i	-1.4	-1.7	1.0	1.8	i	-2.5	3.2
> O=C(O)C1(O)C[C@H](O)C(O)[C@@H](O)C1 (stereo partly drawn)
→ 5.1	-3.8	i	1.8	-0.4	-7.8	-1.4	i	-0.6	21.2
> CCOC(=O)c1c(C)c[nH]c1C
→ -6.5	4.5	i	0.2	0.2	-8.9	5.3	i	-0.2	-0.2

(continued)
| Structure | NadD block | Scp-1 inhibitor | Neddylation inh | DNMT1 block | LMPTP inh | CSN deneddyl inh | Rin1 Abl inh | Rpn11 inh | STEP block | SUMO1-SIM PPI |
| --- | --- | --- | --- | --- | --- | --- | --- | --- | --- | --- |
| COc1cc(Br)c(C(C)NC(=O)c2ccc(C)cc2)cc1OC (stereo not drawn) | -5.8 | -6.5 | i | 0.3 | -1.1 | -0.1 | -4.6 | i | 11.5 | 3.0 |
| CCOC(=O)C(C(=O)NCc1cccc(OC)c1)c1ncc(C(F)(F)F)cc1Cl (stereo not drawn) | -5.6 | -7.0 | i | -1.1 | -0.6 | -2.4 | 0.1 | i | 2.0 | 3.9 |
| Cc1ccc2nc(-c3ccccn3)oc2c1 | -5.0 | -6.7 | · | 0.0 | -0.5 | 0.3 | 0.6 | i | -0.5 | -1.9 |
| CCNC(=O)C1(C)CCN(C(=O)c2ccc(-c3ccccc3)cc2)C1 (stereo not drawn) | -2.3 | · | i | 6.8 | -1.5 | 0.4 | -2.6 | i | -1.8 | -5.1 |
| NC(=O)CC(NC(=O)Cc1ccc(Br)cc1)c1ccc(NC2CCN(Cc3ccccc3)CC2)c([N+](=O)[O-])c1 (stereo not drawn) | 2.2 | 2.7 | i | -13.7 | 1.9 | 53.2* | -5.1 | i | -0.6 | -35.9 |
| CCN(CC)c1ccc2nc3ccccc3[n+](CC)c2c1 | 15.5 | 13.0 | i | 1.2 | 12.6 | -5.6 | -31.5 | i | 8.8 | -22.8 |
| CCN(CC)C(=S)Nc1ccc(OC)cc1 | -0.1 | -7.3 | i | 3.0 | -0.7 | -5.2 | 0.6 | i | 0.0 | 0.3 |
| C1CCCN(c2nc3nonc3nc2N2CCCCCC2)CC1 | -0.1 | 0.7 | i | 2.8 | -0.6 | -0.7 | -1.2 | i | 1.7 | 1.2 |
| COc1ccc(N(C(=O)c2snc(C(N)=O)c2N)C(C(=O)NC2CCCCC2)c2ccc(C)o2)cc1 (stereo not drawn) | -0.5 | -7.4 | i | -3.6 | 0.7 | 0.8 | 0.9 | i | 2.7 | 0.1 |
| CCNC(=O)N1CCCC(C(=O)c2ccc3cc(OC)ccc3c2)C1 (stereo not drawn) | -2.5 | -3.2 | · | -1.9 | -0.3 | 1.2 | 0.8 | i | -1.6 | -0.6 |
